# Myeloid diff 2: myeloid differentiation induction; ER-HoxA9 myeloid progenitors, lysozyme-GFP differentiation, flow cytometry; calls only at 10 µM; hit rate 1% among 360,000; AID 624256;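 active = normalized GFP-positive differentiation at or above the plate's own cutoff, the solvent-only control mean plus 3 SD; inconclusive = no clear call, values can overlap the other calls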;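 note: cells exposed to compound for four days before flow analysis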
# Myeloid diff 2 GFP+ MAC1+ %: second read-out of Myeloid diff 2, no call of its own (marks repeat the call); GFP+ MAC1+ double positive, %; measured here: differentiation confirmed by MAC1 staining
# The depositor's hits bear a star; i = inactive; ? = inconclusive; . = no result given; & = joins results of further samples. Some of the compounds tested; count on the stated rates, not on these rows.
# Every second line gives: Myeloid diff 2 | Myeloid diff 2 GFP+ MAC1+ %
> Cc1cccc(C)c1NC(=O)CNC(=O)CCC(=O)N1CCOCC1
    i | 1.7
> CN(C)c1cccc(C(=O)OCC(=O)NC(=O)NCc2ccccc2)c1
    i | 0.2
> COc1ccc2sc(N(CCCN(C)C)C(=O)c3ccc(C(=O)c4ccccc4)cc3)nc2c1
    i | 1.2
> CNc1ccc(S(=O)(=O)NCC(=O)OC(C)C(=O)N(C)Cc2ccccc2)cc1[N+](=O)[O-] (configuration not stated)
    i | 0.6
> COCC(=O)N[C@H]1C=C[C@@H](CC(=O)OC)O[C@@H]1CO
    i | 1.9
> COc1ccc(Cl)cc1NC(=O)CN(C)C(=O)c1cc2c(s1)CCC(C)C2 (configuration not stated)
    i | 0.3
> CC(C)Oc1cc(F)ccc1-c1cc(C(=O)NCc2ccccn2)[nH]n1
    i | 1.1
> COc1cccc(-c2sc3ccccc3c2-c2ccc(OCCN3CCCCC3)cc2)c1
    i | 5.3
> Cc1cc(NC(=O)CSCC(=O)Nc2cccc(S(=O)(=O)N3CCCCCC3)c2)no1
    i | 0.2
> CCN(CC(=O)Nc1ccc2c(c1)OCCO2)C(=O)c1ccc(S(=O)(=O)N(C)C)cc1
    i | 0.5
> COc1ccc([C@H]2C[C@@H](n3cc(COC(=O)c4ccccc4)nn3)[C@H](O)CN2Cc2cccs2)cc1
    i | 2.8
> COc1ccc(Cl)cc1NC(=O)CN(C)C(=O)CN1C(=O)NC(C)(C)C1=O
    i | 0.5
> O=C(Nc1ccccc1)C1=C[C@@H](c2ccc(C(F)(F)F)cc2)C[C@@H](OCCCCO)O1
    i | 1.0
> COC(=O)[C@]12CCCCC=C1N(Cc1ccc3c(c1)OCO3)C(=O)[C@H](CC(=O)N1CCSCC1)C2
    i | 2.0
> CC(C)c1cn(C2OC(COC(=O)c3ccccc3)C(OC(=O)c3ccccc3)C2OC(=O)c2ccccc2)c(=O)[nH]c1=O (configuration not stated)
    i | 1.0
> COc1ccccc1OCCNC(=O)c1cc(C2CC2)nc2c1cnn2C(C)C
    i | 1.0
> COc1cccc(C(=O)OCC(=O)NCc2ccc3c(c2)OCO3)c1OC
    i | 0.2
> CN(C(=O)Cn1nnc(-c2ccc(F)cc2)n1)C1CCS(=O)(=O)C1 (configuration not stated)
    i | 0.3
> CC1CCCN(CC(=O)NC(=O)NC2CCCCC2)C1 (configuration not stated)
    i | 1.3
> Cn1c(=O)c2c(ncn2CC(=O)NC[C@H]2O[C@@H](n3cnc4c(N)ncnc43)[C@H](O)[C@@H]2O)n(C)c1=O
    i | 0.7
> CCCC(C(=O)N(C)CC(=O)Nc1ccc(N2CCOCC2)cc1)c1ccccc1 (configuration not stated)
    i | 0.4
> CN(C)C1=NCCN1CC1CCCCC1
    i | 1.1
> COc1cc(OC)cc(-c2sc3ccc(OC)cc3c2C#CC(C)(C)O)c1
    i | 0.3
> CC(C)(CNC(=O)c1sc2cc(Cl)ccc2c1Cl)N1CCOCC1
    i | 0.9
> COCCN(C(=O)COC(=O)c1cc(C)n(-c2ccccc2)c1C)c1c(N)n(Cc2ccccc2)c(=O)[nH]c1=O
    i | 0.7
> Cc1c(-c2ccc(OCCN3CCCCC3)cc2)c(=O)oc2ccc3ccccc3c12
    i | 1.4
> CC(C)CC1Nc2ncnc(N3CCOCC3)c2N(Cc2ccccc2)C1=O (configuration not stated)
    i | 1.7&0.4
> C[C@H](NS(=O)(=O)c1ccc(Cl)cc1)C(=O)OCC(=O)NCCc1ccc(S(N)(=O)=O)cc1
    i | 1.0
> O=C(CCNS(=O)(=O)c1ccccc1F)N1CCN(C(c2ccccc2)c2ccccc2)CC1
    i | 0.7
> CCCCOc1ccc(C(=O)OCC(=O)c2c(N)n(C)c(=O)n(C)c2=O)cc1
    i | 0.9
> Cc1ccc(S(=O)(=O)N2CCN(C(=O)COC(=O)C3(C)CC3(Cl)Cl)CC2)c(C)c1 (configuration not stated)
    i | 1.4
> C=C1CCN([C@@H](CC(C)C)C(=O)NCc2ccccc2)S(=O)(=O)c2ccccc21
    i | 3.2
> CCOc1ccc(/C(O)=C2\C(=O)C(=O)N(CCN(C)C)C2c2cc(OC)ccc2OC)cc1Cl (configuration not stated)
    i | 0.3
> CCOC(=O)CCCCCC(=O)Nc1ccc2c(c1)CC(=O)N([C@H](C)CO)C[C@H](C)[C@H](CN(C)S(=O)(=O)c1ccc(OC)cc1)O2
    i | 1.0
> O=C(Cc1ccccc1[N+](=O)[O-])NCC(=O)c1ccc2c(c1)OCO2
    i | 0.3
> Cc1ccc(-c2csc(C(O)c3ccc(F)c(F)c3)n2)cc1C (configuration not stated)
    i | 0.6
> Cc1ccc(NC(=C(C#N)C#N)c2ccccc2)cc1
    i | 1.9
> CCN(CC(=O)NCc1cccs1)C(=O)c1cccc(S(=O)(=O)Nc2ccccc2Cl)c1
    i | 0.9
> Cc1ccc(C(=O)NC(Cc2ccccc2C(F)(F)F)C(=O)O)cc1 (configuration not stated)
    i | 0.8
> CCOc1ccc(C(=O)Nc2ccc(N3CCN(C(=O)c4ccco4)CC3)cc2)cc1Br
    i | 1.4
> COCCN1C[C@@H](CO)O[C@@H](n2cnc3c(NC4CCCC4)ncnc32)C1
    i | 0.4
> Cc1ccc(OCCN2CCC2(C)C(=O)NCc2ccc(C(F)(F)F)cc2)cc1 (configuration not stated)
    i | 0.5
> Cc1ccc(S(=O)(=O)N2CCOC23CCN(S(=O)(=O)c2c(C)cc(C)cc2C)CC3)cc1
    i | 0.8
> O=C(OCc1nnc(-c2cccs2)o1)c1cccnc1Cl
    i | 1.2
> C[C@H]1CN([C@@H](C)CO)S(=O)(=O)c2ccc(Br)cc2O[C@H]1CN(C)Cc1ccccc1
    i | 0.1
> COc1ccc(NC(=O)N(C)C[C@H]2Oc3ccc(NS(=O)(=O)c4ccc(OC)cc4)cc3C(=O)N([C@H](C)CO)C[C@@H]2C)cc1
    i | 2.7
> NC(=O)c1ccc[n+]([C@H]2O[C@@H](COP(=O)([O-])OP(=O)(O)OC[C@H]3O[C@@H](n4cnc5c(N)ncnc54)[C@H](O)[C@@H]3O)[C@H](O)[C@@H]2O)c1
    i | 2.0
> C#CCNC(=O)C[C@@H]1C[C@@]2(C(=O)OCC)CCC=C2N(Cc2ccc(Cl)cc2Cl)C1=O
    i | 1.7
> COc1ccc(-c2coc3c(C(=O)NCc4ccc(C(F)(F)F)cc4)cccc23)c(C)c1
    i | 0.6
> CC[C@]12c3[nH]c4ccc(Cl)cc4c3CCN1C(=O)[C@@H](CC(=O)NCCCOC)C[C@@H]2C(=O)N1CCN(C(=O)C2CC2)CC1
    i | 0.7
> OC(c1ccccc1)c1nc(-c2cccc(F)c2)cs1 (configuration not stated)
    i | 2.2
> CC(OC(=O)c1cccc(O)c1)C(=O)N(C)Cc1ccccc1 (configuration not stated)
    i | 0.8
> CCN(CC(=O)NC1CCS(=O)(=O)C1)c1ccc([N+](=O)[O-])cc1C#N (configuration not stated)
    i | 1.5
> Cc1ccc(C(CNC(=O)c2ccco2)N2CCN(C)CC2)cc1 (configuration not stated)
    i | 0.8
> N#Cc1ccc(S(=O)(=O)N2CCCCC2c2cc(C(=O)N3CCOCC3)no2)cc1 (configuration not stated)
    i | 0.6
> FC(F)(F)c1ccccc1Cc1c(-c2ccc(Cl)cc2)nc2ccc(Cl)cn12
    i | 1.3
> COc1cccc(NC(=O)CN(C)C(=O)c2cn(-c3ccccc3)nc2-c2cccnc2)c1
    i | 1.0
> CCc1nc2c(OCc3cccc(OC)c3)cccn2c1N(C)C(=O)c1ccc(OC)cc1
    i | 1.3
> O=C(O)c1ccc(CN2C[C@@H](CO)O[C@@H](n3cnc4c(NCc5ccco5)ncnc43)C2)cc1
    i | 0.8
> COc1ccc(CC(N)c2csc(NC(=O)c3ccccc3)n2)cc1 (configuration not stated)
    i | 1.4

# Exported with each value named: part of the list above
COc1ccc(CC(N)c2csc(NC(=O)c3ccccc3)n2)cc1 (configuration not stated)
  Myeloid diff 2: i
  Myeloid diff 2 GFP+ MAC1+ %: 1.4
C[C@H]1CN([C@@H](C)CO)S(=O)(=O)c2ccc(Br)cc2O[C@H]1CN(C)Cc1ccccc1
  Myeloid diff 2: i
  Myeloid diff 2 GFP+ MAC1+ %: 0.1
COc1cccc(-c2sc3ccccc3c2-c2ccc(OCCN3CCCCC3)cc2)c1
  Myeloid diff 2: i
  Myeloid diff 2 GFP+ MAC1+ %: 5.3
C[C@H](NS(=O)(=O)c1ccc(Cl)cc1)C(=O)OCC(=O)NCCc1ccc(S(N)(=O)=O)cc1
  Myeloid diff 2: i
  Myeloid diff 2 GFP+ MAC1+ %: 1.0

# Next section:
Structure	Myeloid diff 2	Myeloid diff 2 GFP+ MAC1+ %
COc1cccc(CN(C)C(=O)CC[C@H]2O[C@@H](n3ccc(=O)[nH]c3=O)[C@H](O)[C@@H]2O)c1	i	1.5
CC1CCCN(C(=O)CN(c2ccccc2)S(=O)(=O)c2ccc(F)cc2)C1 (configuration not stated)	i	0.4
Cc1ccc(NC(=O)C(C)OC(=O)c2ccc(Cl)nc2)cc1S(=O)(=O)N1CCOCC1 (configuration not stated)	i	0.6
Cc1occc1-c1nnc(SCC(=O)N(C)c2ccccc2)o1	i	0.3
COc1ccc(NC(=O)COc2cccc(-n3cnnn3)c2)cc1Cl	?	.
C=CCC[C@@H](Cc1ccc(F)cc1)C(=O)OC[C@H](Cc1c[nH]c2ccccc12)NC(=O)[C@@H](CC=C)CC(=O)N[C@@H](CO)Cc1ccccc1	i	2.0
NS(=O)(=O)c1ccc(NC(=O)COC(=O)c2ncc(Cl)c(Cl)c2Cl)cc1	i	0.6
CS(=O)(=O)c1ccccc1-c1nnc(NC(=O)C2=COCCO2)o1	i	0.6
COCc1cccc(-c2csc(C(O)c3ccc(F)cc3)n2)c1 (configuration not stated)	i	1.4
Cc1ccc(C)c(Oc2ccc(S(=O)(=O)N3CCN(C)CC3)cn2)c1	i	0.5
CCCNC(=O)C[C@@H]1CC[C@H]2NC[C@H](O)COC[C@@H]2O1	i	3.6
Oc1cc(-c2cccnc2)cc2cccnc12	?	.
Cn1c(=O)c2cc(NC(=O)Nc3ccccc3)ccc2n1Cc1ccccc1	i	0.8
CC1(C#N)c2ccccc2C(Br)=CN1C(=O)c1ccccc1 (configuration not stated)	i	1.9
COc1ccccc1C(=O)C(=O)c1ccccc1OC	i	0.7
c1csc(-c2nn3c(C4CCCCC4)nnc3s2)c1	i	0.3
O=C(COC(=O)/C=C/c1ccc(Cl)cc1Cl)Nc1cccc(S(=O)(=O)NC2=NCCC2)c1	i	1.1
Nc1ccc(C(=O)N2CCN(S(=O)(=O)c3ccc(Cl)s3)CC2)cc1[N+](=O)[O-]	i	0.4
COc1ccccc1-n1cc(CN2CCc3onc(-c4ccc(Br)cc4)c3C2=O)nn1	i	1.4
COc1ccc(Cn2c(-c3ccccc3C)nc3c(c(=O)c4ccccc4n3C)c2=O)cc1	i	0.6
O=C1NC(=O)C(CSc2ccccc2)(c2ccccc2)N1 (configuration not stated)	i	0.4
CCOc1ccc(OCCC(=O)N(CC(=O)Nc2ccccc2C(F)(F)F)Cc2ccco2)cc1	i	1.3
O=S(=O)(Nc1ccc(-c2cn3c(n2)SCC3)cc1)c1cc(F)ccc1F	i	0.7
CCCc1ncc(C[n+]2ccccc2C)c(N)n1	i	1.1
C[C@H]1C(=O)N(C)CCN1C(=O)c1ccc(OC2CCN(CCc3ccccc3)CC2)cc1	i	0.6
COc1ccc(-c2csc(NCCc3nc4cc(Cl)c(N5CCCCC5)cc4n3CCOCCO)n2)cc1	i	1.8
NC(=O)c1ccc(NC(=O)c2ccc(COc3ccccc3Br)cc2)cc1	i	0.3
C=CCNc1nc(C(=O)OCC(=O)N(Cc2ccccc2)C(C)C)cs1	i	0.8
COc1ccccc1C(=O)NCCC(=O)N1CCN(c2ccccc2Cl)CC1	i	1.0
CCOC(=O)C1=C[C@@H](C(C)(C)C)N(S(=O)(=O)c2ccc(C)cc2)[C@H]1c1ccc(Cl)c(Cl)c1	i	0.8
CCN(CC(=O)Nc1cc(Cl)ccc1C)C(=O)c1cc([N+](=O)[O-])ccc1N1CCOCC1	i	0.6
c1ccc(-c2cn3nc(-c4ccccc4)sc3n2)cc1	i	0.6
O=C1Cc2cc(S(=O)(=O)Nc3ccc(F)cc3Cl)ccc2N1	i	0.7
COC(=O)c1ccc(C)c(NC(=O)CCCN2C(=O)CN(C)C2=O)c1	i	0.8
COCCn1cnnc1SCC(=O)Nc1sc2c(c1C#N)CCC2	i	1.8
CSC[C@H]1CN(CCc2ccccc2)C(=O)[C@@H]1CC(=O)Nc1ccc(Br)cc1	i	1.0
COc1ccc(-c2nc3ccc(Br)cn3c2Cc2ccccc2C(F)(F)F)cc1OC	i	2.2
CCOc1cccc2cc(C(=O)OCC(=O)Nc3c(C)cccc3CC)c(=O)oc12	i	0.9
CCN1C(=O)[C@H]2[C@H]3CN=C(SC)N3[C@@](Cc3ccccc3)(C(=O)OC)[C@H]2C1=O	i	0.5
O=C1N(Cc2ccccc2)c2ccccc2OC1(F)F	i	1.0
COc1ccc(C)cc1NC(=O)/C=C/c1ccc(OC)c(S(=O)(=O)N2CCOCC2)c1	i	0.2
COc1cc2c(cc1OC)C(CNC(=O)C=Cc1ccccc1)C2 (configuration not stated)	i	0.8
N#Cc1ccc(OCc2cccc(S(=O)(=O)N3CCOCC3)c2)cc1	i	0.2
CC1(C)C(=O)Nc2ccccc2N1C(=O)COC(=O)c1ccc([N+](=O)[O-])o1	i	0.9
CN(CC(=O)Nc1ccccc1Cl)C(=O)COC(=O)CNC(=O)c1ccc(Br)o1	i	4.3
CCN(CC(=O)Nc1ccc(NC(C)=O)cc1)C(=O)/C=C/c1ccco1	i	0.3
CCOC(=O)C1=C(N)n2c(s/c(=C\c3cccnc3)c2=O)=C(C#N)C1c1cccnc1 (configuration not stated)	i	0.7
Cc1ccccc1C(=O)NCCN1CCC(n2c(=O)[nH]c3ccccc32)CC1	i	0.6

# Screening results: PubChem BioAssay, NMMLSC
